From PubChem
NS3 helicase inh: inhibitors of Hepatitis C virus NS3 helicase; 0.56% of 290,000 active; AID 1800; inhibition, % at 10.9 µM; NS3 helicase DNA unwinding, Cy5 molecular beacon fluorescence;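 active = inhibition above the mean of all tested compounds plus 3 SD, set per campaign, cut at about 35% in these data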;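 also: 0% = DMSO wells and 100% = thioflavine S control wells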
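Measured by: Cy5 fluorescence, 0 and 60 min reads / Assay system: NS3 helicase fragment of HCV / Control set: low DMSO, high thioflavine S at 110 µM / Times: 1 h reaction at 25 °C, ATP-initiated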
MEKK2 mut-MEK5: signal of MEK5 binding to mutant human MEKK2 PB1 domain; bead flow cytometry, Alexa488-MEK5 binding to MEKK2 mutant; percent response, % at 10 µM; 0.35% of 290,000 active; AID 1530; in the data active = percent response above about 24%, passing the limit was not always enough; also: inactives centre near 1; some results filed as inactive read as strong as hits
CRFR2-BP antag: antagonists of CRF-binding protein/CRF-R2 receptor complex; 0.59% of 350,000 active; HEK293 CRF-R2/CRF-BP, CRF-induced calcium fluorescence; inhibition, % at 11.8 µM; AID 588475;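 active = inhibition of the ligand-induced calcium signal above about 50% at the single tested concentration, limit read from the data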
GalR3 antagonist: blocks the human galanin receptor 3; HEK293 GalR3-CNG cAMP membrane potential fluorescence; galR3 body fused to GalR1 C-terminus; 0.44% of 360,000 active; inhibition, % at 3 µM; O60755; AID 651719;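 active = inhibition above the screen-wide average plus 3 SD, cut at about 13% in these data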;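 also: forskolin and galanin both at EC90 stimulate the cells; cAMP rise reported by CNG channel membrane potential dye signal; 0% = forskolin plus galanin with DMSO and 100% = forskolin alone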
Target sequence (O60755 1-299 limits assumed): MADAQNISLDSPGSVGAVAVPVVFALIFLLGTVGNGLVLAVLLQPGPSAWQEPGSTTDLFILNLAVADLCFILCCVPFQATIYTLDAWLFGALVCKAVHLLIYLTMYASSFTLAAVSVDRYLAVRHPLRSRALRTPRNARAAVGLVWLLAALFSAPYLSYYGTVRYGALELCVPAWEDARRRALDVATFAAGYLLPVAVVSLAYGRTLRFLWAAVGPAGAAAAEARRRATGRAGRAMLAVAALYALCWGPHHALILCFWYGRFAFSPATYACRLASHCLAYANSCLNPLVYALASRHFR
CRFR2-BP ag: agonists of human CRF-binding protein/CRF-R2 receptor complex; HEK293 CRF-R2/CRF-BP, calcium dye fluorescence (FLIPR); percent of saturating CRF peptide response; activation, % at 13.2 µM; 0.46% of 350,000 active;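 active = activation of at least 50%, plus an integration ratio under a set limit after plate pattern correction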;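 also: plate controls were neutral control wells without compound for no effect and CRF at EC100 for full effect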
SUMO HTRF inh: inhibitors of human SUMOylation (UBC9); AID 2006; 0.36% of 290,000 active; P63279; HTRF SUMOylation assay, SAE1/SAE2 + UBC9, in vitro; inhibition, % at 35 µM; in the data active = inhibition above about 50%, passing the limit was not always enough; also: strong numbers were not always called active
Target sequence (P63279 whole entry, looked up): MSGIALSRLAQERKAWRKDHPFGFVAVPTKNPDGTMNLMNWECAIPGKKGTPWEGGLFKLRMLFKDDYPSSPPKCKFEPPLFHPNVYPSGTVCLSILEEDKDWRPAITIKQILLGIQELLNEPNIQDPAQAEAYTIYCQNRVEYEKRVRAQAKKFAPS
MEKK3 PB1 HTS: raises or lowers MEK5 binding to the human MEKK3 PB1 domain; Q99759; bead-based flow cytometry, Alexa488-MEK5 binding to MEKK3; actives lie on both sides; 0 = blocked by unlabeled MEK5, 100 = vehicle; binding response (% of control), % at 10 µM; 1.4% of 290,000 active; AID 1529;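 active = binding response more than 3 SD above or below the average of its plate-row segment, actives on both sides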;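 also: Alexa488 bead fluorescence after subtracting the streptavidin-only scavenger bead signal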
Target sequence (Q99759 whole entry, looked up, the tested form may be a part): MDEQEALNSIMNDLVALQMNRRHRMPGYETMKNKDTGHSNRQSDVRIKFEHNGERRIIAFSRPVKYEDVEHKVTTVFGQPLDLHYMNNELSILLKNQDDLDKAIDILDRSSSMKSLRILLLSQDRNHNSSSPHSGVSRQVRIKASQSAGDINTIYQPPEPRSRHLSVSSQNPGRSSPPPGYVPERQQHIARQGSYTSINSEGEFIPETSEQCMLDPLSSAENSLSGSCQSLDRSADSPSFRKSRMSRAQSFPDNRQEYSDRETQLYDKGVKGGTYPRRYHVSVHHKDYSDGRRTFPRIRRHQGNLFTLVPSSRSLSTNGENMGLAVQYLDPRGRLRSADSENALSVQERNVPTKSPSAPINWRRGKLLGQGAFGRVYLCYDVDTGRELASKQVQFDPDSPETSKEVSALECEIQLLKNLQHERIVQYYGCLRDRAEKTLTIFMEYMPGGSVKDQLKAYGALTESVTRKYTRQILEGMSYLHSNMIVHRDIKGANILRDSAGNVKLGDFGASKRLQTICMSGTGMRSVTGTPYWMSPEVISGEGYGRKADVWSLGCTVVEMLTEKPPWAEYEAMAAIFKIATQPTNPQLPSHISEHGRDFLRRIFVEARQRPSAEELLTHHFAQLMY
DNA FID counter: fluorescent intercalator displacement, NS3 helicase counter-screen | DNA fluorescent intercalator displacement, fluorescence | 0.17% of 290,000 active | inhibition, % at 7.9 µM; in the data active = inhibition above about 37%;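 also: 0% = vehicle and 100% = reference compound; higher means more ethidium bromide displaced from hairpin DNA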
MEKK2 WT-MEK5: raises or lowers MEK5 binding to wildtype human MEKK2 PB1 domain; Q9Y2U5; AID 1531; 1.1% of 290,000 active; binding response (% of control), % at 10 µM; bead flow cytometry, Alexa488-MEK5 binding to MEKK2 WT; actives lie on both sides; in the data active = binding response below about 67% or above about 130%
Numbers without * were called inactive; . = no result given; [ ] = dose if it differs, or a comment. This is a subset. The share of hits here may be higher or lower than overall.

SMILES	NS3 helicase inh	MEKK2 mut-MEK5	CRFR2-BP antag	GalR3 antagonist	CRFR2-BP ag	SUMO HTRF inh	MEKK3 PB1 HTS	DNA FID counter	MEKK2 WT-MEK5
O=S1(=O)C=C(SCCN2CCCC2)c2ccccc21	-3	1	-10	-7	0.7	-3	97	0	95
CC(CC(=O)O)CC(=O)N1CCN(S(=O)(=O)c2cccs2)CC1 (stereo not drawn)	13	8	7	-3	3.9	16	105	-4	107
C/C(CC(=O)N1CCN(C=O)CC1)=N\NC(=O)c1cccc([N+](=O)[O-])c1	3	5	-7	12	1.2	11	108	5	15*
CCOc1ccc2nc(NC(=O)Cc3cccs3)sc2c1	-9	-5	4	.	-1.2	5	99	-5	97
CC(=O)NCC(=O)N(C)C(C(=O)Nc1ccc2c(c1)OCCO2)c1ccccc1 (stereo not drawn)	-2	-2	13	1	-0.3	2	97	-12	100
CC(=O)NCCc1ccc(O)cc1	.	5	-1	-6	-1.4	13	106	.	108
O=C(CSc1nc2nc(-c3cccs3)cc(C(F)(F)F)c2c(=O)[nH]1)Nc1c(F)c(F)c(F)c(F)c1F	12	5	37	2	-4.1	24	105	-2	107
Cc1cc(OCC(=O)NC2CC(C)(C)NC(C)(C)C2)c2c(C)c(C)c(=O)oc2c1	3	-7	-3	-1	-0.2	29	93	13	101
COc1cccc(/C=N/n2c(N)nc3ccccc32)c1OC	-5	3	0	-1	-1.1	-4	105	-4	102
O=C(c1cnn2c1NC(c1ccco1)CC2C(F)(F)F)N1CCN(c2cccc(Cl)c2)CC1 (stereo not drawn)	-16	8	-6	-6	-0.3	3	109	-33	106
CCCCC(=O)NC(=S)Nc1cccc(NC(=O)c2ccco2)c1	5	10	-28	-3	1.3	-3	106	-18	103
CCN(CC)CCN(C)Cc1nc(C(c2ccccc2)c2ccccc2)no1	-8	4	1	-8	-1.0	12	103	14	108
C[C@H](NC(=O)[C@@H]1Cc2ccccc2CN1C(=O)OC(C)(C)C)C(=O)NC1CCCC1	-1	0	5	-6	-0.9	3	99	-36	96
Fc1ccc(C2c3cccn3CCN2C(=S)Nc2cccc(Br)c2)cc1 (stereo not drawn)	6	1	-17	-8	3.3	-8	111	8	118
CC[N+]1(CC(O)COC2CC(C)CC(C)(C)C2)CCOCC1 (stereo not drawn)	-2	7	5	-4	2.9	-20	112	2	116
Nn1c(SCC(=O)Nc2ccc3c(c2)OCCO3)nnc1-c1ccccn1	8	.	-5	-7	-0.1	12	.	-5	.
CCOc1ccccc1N(CC(=O)NCC1CCCO1)C(=O)CCC(=O)Nc1ccccn1 (stereo not drawn)	1	-1	-4	-2	3.4	23	99	-26	98
COc1ccc(CN(C)C(=O)COC(=O)c2c(-c3ccccc3Cl)noc2C)cc1	-6	-4	7	3	-0.2	0	104	-22	96
CCn1ncc(Br)c1C(=O)Nc1cc(C)ccc1F	-3	6	-7	1	0.0	6	104	-2	105
O=C(NC1CCCCCCC1)C1CCC(CNc2c(N3CCCC3)c(=O)c2=O)CC1 (stereo not drawn)	8	4	5	-1	-1.7	21	112	-11	109
COc1cccc(NC(=O)C2C3CCC4C(CCC32)C4(Cl)Cl)c1 (stereo not drawn)	-18	-2	-34	-13	1.3	2	99	-7	98
Cc1cc(=S)nc(-c2ccccn2)[nH]1	5	-21	-6	0	-0.4	-12	57*[inhibitor]	-13	59*[inhibitor]
CCOC(=O)C1=NN(C(=O)COc2ccccc2)C(O)(c2ccc(Br)cc2)C1 (stereo not drawn)	-1	-5	-13	-4	-0.4	-3	99	-20	95
Cc1ccc(C(c2sc3nc(C)nn3c2O)N2CCN(c3ccccc3)CC2)cc1 (stereo not drawn)	-4	-1	-16	-2	0.4	17	99	-1	101
CCNc1nc(N)nc(Oc2ccc(OCc3ccccc3)nn2)n1	-9	3	19	-2	1.2	-29	96	-6	104
SMILES	NS3 helicase inh	MEKK2 mut-MEK5	CRFR2-BP antag	GalR3 antagonist	CRFR2-BP ag	SUMO HTRF inh	MEKK3 PB1 HTS	DNA FID counter	MEKK2 WT-MEK5
CCN(CC)Cc1cc(C(=O)O)c(C)o1	-17	-13	-25	-7	3.9	22	112	1	94
Cn1c(=O)n(C)c2cc([N+](=O)[O-])c(N3CCN(C(=O)c4ccccc4Cl)CC3)cc21	3	-3	37	-12	-0.6	-22	99	-13	98
Cc1nc(/C=C/c2ccccc2)[nH]c(=O)c1-c1ccccc1	-7	0	0	-6	-1.5	-1	98	-5	100
COc1cccc(/C=C2\SC(=O)N(CCC(=O)N3CCC(C(=O)O)CC3)C2=O)c1	7	1	5	0	-0.7	11	98	-47	100
CCN(CC)CCN(Cc1cc2cc3c(cc2[nH]c1=O)OCCO3)C(=S)NCCCOC	6	6	-10	-7	-1.9	4	101	15	99
O=C(COc1ccccc1[N+](=O)[O-])Nc1ccccc1N1CCCCC1	-7	1	-16	.	-0.8	-19	101	-21	101
CC(=O)Oc1cccc(N2C(=O)C3CC=CCC3C2=O)c1 (stereo not drawn)	-1	3	8	-8	-0.5	18	106	-2	112
CCOC(=O)Cc1csc(N/C(=N/S(=O)(=O)c2ccc(F)cc2F)c2ccccc2)n1	9	15	19	-1	-3.6	-12	109	-30	120
Clc1cccc(Cl)c1COc1ccccc1CNn1cnnc1	-6	4	-6	-10	0.0	-3	101	-37	101
O=C(NCc1ccco1)c1nc2nc(-c3cccs3)cc(C(F)(F)F)n2n1	6	4	-2	-3	-0.8	32	110	-2	113
CC(Oc1ccccc1)C(=O)OCC(=O)NC(=O)NCc1ccco1 (stereo not drawn)	-4	0	-11	-2	0.1	-8	104	-2	103
Cc1nc(Cl)c2oc3ccccc3c2n1	-1	0	38	-5	-1.3	22	102	-3	100
CC(=O)Nc1ccc(-n2cc(-c3ccccc3)[nH]c2=S)cc1	-4	-2	9	-7	-0.4	-6	105	-12	101
CN1C=CC=C/C1=C1\SC(=S)N(CC(=O)O)C1=O	-1	-5	-16	-1	-0.3	13	107	6	99
Cn1c(=O)n(Cc2ccccc2)c(=O)c2c1nc(NCC1CCCO1)n2Cc1ccccc1 (stereo not drawn)	-6	-3	-8	-6	-0.9	-5	92	-18	94
O=C(NCCO)c1ccc(Oc2ccc(C(F)(F)F)cc2[N+](=O)[O-])cc1	13	-12	-3	-3	-0.3	6	101	-1	84
Cc1cc(C)c(C(=O)N(C)CC2CCCN(CCc3ccccc3F)C2)o1 (stereo not drawn)	-3	0	-25	-6	-0.8	12	96	18	104
CCCOCCc1nnc(N)s1	-5	-15	-6	-7	-1.1	7	96	-4	92
COC(=O)COc1cccc(NC(=O)c2ccccc2)c1	5	4	9	-4	-2.8	22	90	0	91
Cc1cc(C)cc(N(CC(=O)Nc2ccccc2C(=O)N2CCOCC2)S(C)(=O)=O)c1	-7	2	14	-1	2.2	2	104	-16	104
CCOC(=O)c1c[nH]c(=O)c(Br)c1O	-9	-1	-14	4	0.9	-1	107	2	111
Brc1c(CSc2nnc(-c3ccco3)o2)nc2ccccn12	-7	.	-4	0	-1.6	26	.	-10	.
O=C(O)C1CCN(c2ncccn2)CC1	-7	7	-1	0	0.7	1	101	1	111
Cc1noc(C)c1C(=O)N1CCC(CO)(Cc2ccccc2)CC1	-8	3	17	-6	-0.2	6	92	-7	99
O=C(c1cc2nc(-c3ccc(Cl)cc3)cc(C(F)(F)F)n2n1)N1CCOCC1	12	-5	10	-5	-7.3	32	102	-11	95

4 compounds already listed, sorted by count of non-hydrogen atoms, largest number first.
SMILES	NS3 helicase inh	MEKK2 mut-MEK5	CRFR2-BP antag	GalR3 antagonist	CRFR2-BP ag	SUMO HTRF inh	MEKK3 PB1 HTS	DNA FID counter	MEKK2 WT-MEK5
Cn1c(=O)n(Cc2ccccc2)c(=O)c2c1nc(NCC1CCCO1)n2Cc1ccccc1 (stereo not drawn)	-6	-3	-8	-6	-0.9	-5	92	-18	94
CCN(CC)CCN(Cc1cc2cc3c(cc2[nH]c1=O)OCCO3)C(=S)NCCCOC	6	6	-10	-7	-1.9	4	101	15	99
Clc1cccc(Cl)c1COc1ccccc1CNn1cnnc1	-6	4	-6	-10	0.0	-3	101	-37	101
COC(=O)COc1cccc(NC(=O)c2ccccc2)c1	5	4	9	-4	-2.8	22	90	0	91

The list continues.
SMILES	NS3 helicase inh	MEKK2 mut-MEK5	CRFR2-BP antag	GalR3 antagonist	CRFR2-BP ag	SUMO HTRF inh	MEKK3 PB1 HTS	DNA FID counter	MEKK2 WT-MEK5
COc1cccc2sc3ccc(C#Cc4ccc(N)cc4)cc3c(=O)c12	0	-5	-18	-4	1.5	3	105	-24	97
CN1CCN(C(=S)NC(=O)c2ccc(Cl)cc2)CC1	11	-10	15	-2	-2.1	9	100	6	81
Cc1nc(CN2CCN(C(=O)c3ccc(C(C)(C)C)cc3)CC2)cs1	0	5	7	.	-1.8	-12	105	-24	105
C[C@@H](NC(=O)[C@@H]1Cc2ccccc2CN1C(=O)OC(C)(C)C)C(=O)NCc1ccco1	16	-3	6	3	-1.9	-6	93	-31	90
CCN1CCN(CCCCOc2ccccc2F)CC1	-1	1	-11	9	0.2	-2	100	10	98
NS(=O)(=O)c1cccc(NC(=O)CSc2nnnn2-c2ccccc2)c1	0	16	11	-7	-0.3	13	112	-7	113
Cc1noc(NS(=O)(=O)c2ccc(N3Cc4ccccc4C3=O)cc2)c1C	2	.	15	-3	0.7	12	.	-22	.
NS(=O)(=O)c1ccc(NS(=O)(=O)/C=C/c2ccccc2)cc1	-6	5	-7	-3	-2.0	1	109	0	105
CSc1ccc(/C=C(\C(=O)O)c2ccc(S(=O)(=O)N3CCCCC3)s2)cc1	29	19	26	1	-1.9	20	101	-29	116
CC(=O)c1ccc(N2C(=O)[C@@H]3C(CCC(N)=O)NC4(C(=O)Nc5c4ccc(Cl)c5C)[C@@H]3C2=O)cc1 (stereo partly drawn)	6	2	23	-2	-2.5	-26	112	-14	110
N#CCCNS(=O)(=O)c1ccc(C(=O)OCCCOC(=O)c2ccc(S(=O)(=O)NCCC#N)cc2)cc1	-5	-4	3	0	-0.7	-6	98	-33	98
O=C(O)c1cc2cccc(S(=O)(=O)N3CCCCC3)c2cc1O	12	-3	14	-8	1.5	50	99	-21	98
CCN(Cc1ccccc1)Cc1nc(CCc2ccccc2)no1	-3	-2	15	-6	4.8	-5	98	-7	102
CCCCC(C(=O)N/N=C/c1ccccn1)C(=O)N/N=C/c1ccccn1	-2	5	-1	4	2.5	4	103	-30	102
O=C(NCc1cccc(Cl)c1)C1CCN(c2nnc(N3CCCC3=O)s2)CC1	-3	-5	-33	.	1.5	9	96	-28	95
Cc1ccc(O)c(NC(=O)c2cccc(S(=O)(=O)N3CCCCC3)c2)c1	4	1	-3	1	0.3	-17	101	-6	101
CCc1nc(NCC(C)C)c(C#N)c2c1COC(C)(C)C2	1	3	-29	1	1.2	0	110	-5	116
O=C(NCCCO)c1cc2c(cn1)[nH]c1ccccc12	2	6	-14	-8	-0.5	13	100	-8	101
CCCC(=O)Nc1sc(C)c(-c2ccc(OC)cc2)c1C#N	-8	-2	-5	4	-1.8	9	102	1	117
Cc1ccc(NC(=O)CSc2nc3[nH]ncc3c(=O)[nH]2)cc1	-4	10	18	-2	0.1	5	105	2	107
COc1cc(NC(=O)CN2CCCCC2)c(C)cc1[N+](=O)[O-]	-7	17	11	1	-0.9	2	104	5	118

Limited to CRFR2-BP ag, for three of the compounds above:
structure	CRFR2-BP ag
C[C@@H](NC(=O)[C@@H]1Cc2ccccc2CN1C(=O)OC(C)(C)C)C(=O)NCc1ccco1	-1.9
CCN1CCN(CCCCOc2ccccc2F)CC1	0.2
NS(=O)(=O)c1cccc(NC(=O)CSc2nnnn2-c2ccccc2)c1	-0.3
